Screening results deposited in PubChem by National Center for Advancing Translational Sciences (NCATS).
GAA inhib: blocks human lysosomal alpha-glucosidase; 200,000 tested, 0.005% active; purified human GAA, 4-MU-alpha-glucoside fluorescence; P10253; Potency, µM (series often up to 76.9 µM), for the others: at the top dose activity change, negative = inhibition, hits mostly inhibitors;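 also: plate controls were uninhibited enzyme wells for no effect and no-enzyme background for full effect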
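Fluorescence at Ex 365/Em 440 nm from 4-methylumbelliferone reported enzyme activity after 20 min at room temperature. Reactions used 4 nM enzyme and 400 uM substrate at pH 5.0; curves fitted with the Hill equation.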
aGlu spleen mod: lysosomal alpha-glucosidase (human) modulation. P10253. human spleen homogenate, 4-MU-alpha-glucoside fluorescence. Potency, µM (top dose mostly 79.9 µM), for inactives: top-dose activity change, negative = inhibition, actives largely listed as inhibitors. 240,000 tested, 0.006% active. AID 2112;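 also: 0% = enzyme with vehicle and -100% = no enzyme basal signal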
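Human spleen homogenate (1 ug) with 4-methylumbelliferyl-alpha-D-glucopyranoside (1 mM final) in 50 mM citrate/phosphate pH 5.0, 0.01% Tween-20; 40 min at 37 C. Stopped at pH 10; 4-MU fluorescence Ex 365/Em 440 nm; AC50 by Hill fit.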
Tau ThT inhib: tau fibrillization inhibition (ThT binding) | P10636 | recombinant tau K18 P301L, heparin-induced fibrillization, ThT fluorescence | Potency, µM (doses to about 57.4 µM), for the others: at the highest dose activity, negative = inhibition, hits mostly inhibitors | 270,000 tested, 2.1% active | AID 1460; also: % is scaled to controls: 0 for no effect and ±100 for the full control effect; nearly all actives have a fitted effect of over 55% in size
Target sequence (P10636 561-689 P618L limits assumed): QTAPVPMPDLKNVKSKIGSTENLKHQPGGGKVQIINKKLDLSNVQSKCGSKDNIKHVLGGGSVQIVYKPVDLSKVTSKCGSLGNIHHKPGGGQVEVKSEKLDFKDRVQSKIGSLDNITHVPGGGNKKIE
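Aggregation was driven by heparin (20 uM final) acting on recombinant tau […] bearing P301L in 100 mM sodium acetate pH 7; fibrils were detected with Thioflavin T.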
aGal spleen mod: inhibitors or activators of human alpha-galactosidase in spleen homogenate. P06280. 240,000 tested, 0.008% active. Potency, µM (top dose mostly 80 µM), for inactives: top-dose activity change, negative = inhibition, hits mostly inhibitors. human spleen homogenate, 4MU-alpha-Gal fluorescence, 40 min. AID 2107;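 also: 0% = enzyme with vehicle and -100% = no enzyme basal signal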
Target sequence (P06280 32-429 limits assumed): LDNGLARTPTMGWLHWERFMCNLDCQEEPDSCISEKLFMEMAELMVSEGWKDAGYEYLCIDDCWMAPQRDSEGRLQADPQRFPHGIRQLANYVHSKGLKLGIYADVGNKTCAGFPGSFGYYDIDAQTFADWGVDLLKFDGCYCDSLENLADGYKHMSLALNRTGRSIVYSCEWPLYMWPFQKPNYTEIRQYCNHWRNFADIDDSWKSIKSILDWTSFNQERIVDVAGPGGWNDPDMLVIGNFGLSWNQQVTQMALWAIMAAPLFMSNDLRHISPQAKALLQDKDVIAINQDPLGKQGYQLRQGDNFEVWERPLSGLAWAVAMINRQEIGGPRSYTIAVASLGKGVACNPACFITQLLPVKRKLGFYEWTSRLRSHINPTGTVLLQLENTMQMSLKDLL
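Fluorogenic readout (Ex 365/Em 440 nm) of 4-methylumbelliferone released from 1 mM 4-MU-alpha-galactoside by spleen homogenate, 40 min at 37C, pH 5.0. Data normalized to no-enzyme and enzyme controls; Hill-equation AC50 from compound titrations.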
GAA glycogen mod: alters human alpha-glucosidase cleavage of glycogen; Potency, µM (doses to about 76.4 µM), without a hit: at the highest dose activity change, negative = inhibition, most hits filed as inhibitors; 300,000 tested, 0.38% active; AID 2100; P10253; recombinant GAA, glycogen substrate, Amplex Red glucose oxidase fluorescence;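 also: 0% = full enzyme reaction and -100% = no-enzyme basal signal; the screen sought inhibitors and activators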
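Recombinant enzyme (4 nM final) with compounds titrated up to 77 uM and bovine liver glycogen (30 ug) in citrate pH 5.0, 0.01% Tween-20, 37 C 40 min. Released glucose detected by Amplex Red/glucose oxidase (Ex 573/Em 610); AC50 from Hill fits.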
HTT ATP protect: Huntington cell model cytoprotection by ATP luminescence; PC12 HTT-Q103 induced, cytoprotection, ATP luminescence, 40 h; Potency, µM (highest dose often 56.4 µM), without a hit: cytoprotection (ATP increase), usual class: activators; 230,000 tested, 0.14% active; AID 1471;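 also: % of control where 0% means no effect; nearly all actives have a fitted effect of over 45% in size; toxic huntingtin expression switched on by the ecdysone agonist tebufenozide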
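Quantitative HTS on tebufenozide-induced (100 nM) PC12 cells expressing HTTQ103 exon 1–GFP; compounds tested as a concentration series; survival measured via cellular ATP.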
Tau FP inhib: tau fibrillization inhibition (FP); K18 P301L tau heparin fibrillization, Alexa594 FP, 6 h; AID 1468; 280,000 tested, 0.39% active; Potency, µM (top dose mostly 57.7 µM), for the others: top-dose activity, negative = inhibition, hits mostly inhibitors; also: % is scaled to controls: 0 for no effect and ±100 for the full control effect; nearly all actives have a fitted effect of over 55% in size
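Compound effects on tau fibrillization are measured by Alexa 594 fluorescence polarization (ex 555, em 632 nm). K18 P301L tau is used at 15 uM with 0.24 uM labeled tracer, and 20 uM heparin induces aggregation over 6 hr at 37 C.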
Tau fluor counter: counter-screen for tau fibril formation inhibitors. AID 1463. 280,000 tested, 0.93% active. tau K18 P301L (four-repeat tau fragment) Alexa594 fluorescence, heparin fibrillization. Potency, µM (highest dose often 57.7 µM), without a hit: at the highest dose activity change, negative = decrease; also: % is scaled to controls: 0 for no effect and ±100 for the full control effect; nearly all actives have a fitted effect of over 55% in size
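Human K18 P301L tau (15 uM unlabeled plus 0.24 uM Alexa 594-labeled, final) in 100 mM sodium acetate pH 7 was mixed with compound and 20 uM heparin and incubated 6 hr at 37 C.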
The depositor's hits bear a star; ? = inconclusive; · = not tested or not shown; & = joins results of further samples; [ ] = another dose, or the depositor's remark. Calls follow the shape of the dose curve; as a rule, active = well fitted curve in the direction sought with a large enough effect; inconclusive = small, poorly fitted or top-dose-only effect, or another doubt; inactive = no such curve, though single readings can be large; an effect the other way counts as inactive or inconclusive. Potency is read from the fitted curve at half-maximal effect.

SMILES,GAA inhib,aGlu spleen mod,Tau ThT inhib,aGal spleen mod,GAA glycogen mod,HTT ATP protect,Tau FP inhib,Tau fluor counter
Cc1nn(Cc2nnc(SCC(=O)Nc3cccc(C(F)(F)F)c3)n2C)c(C)c1[N+](=O)[O-],·,-0.2%,·,-7.9%,-12.8%,-2.3%[10 µM],-12.0%,-27.0%
CCOC(=O)CNC(=O)C12CC3CC(CC(C3)C1)C2,-0.9%,-0.4%,-1.3%,-4.0%,6.5%,40.5%[10 µM],-0.6%,0.9%
CCc1ccccc1NC(=O)Cn1nnc2sc3c(c2c1=O)CCC(C(C)(C)C)C3 (stereo unspecified),·,·,-16.7%,·,-13.5%[76.3 µM],·,-8.7%,-21.2%
CCCC(=O)Nc1sc(Cc2ccccc2)c(C)c1C(N)=O,11.7%,17.1%,-7.0%,17.0%,10.1%,5.7%[10 µM],3.0%,-7.9%
NC(=O)CCCCn1ccc(NC(N)=NCC(F)(F)F)n1,·,2.4%&2.5%,3.0%&2.7%,19.7%&7.4%,·,-3.8%&-11.9%,-2.1%&-4.0%,4.5%&-0.7%
COc1ccc(C2/C=C\CN(S(=O)(=O)c3ccc(C)cc3)CC(=O)N2Cc2ccc(F)cc2)cc1 (stereo unspecified),·,2.6%&0.7%,4.4%,8.9%&5.7%,0.8%,-20.7%[10 µM],1.8%,-4.2%
O=C(NCc1ccccc1)NC(O)C(Cl)(Cl)Cl (stereo unspecified),-9.9%,0.1%,0.0%,1.7%,-5.0%,12.2%[10 µM],6.1%,-4.1%
COC(=O)c1ccc(COc2ccc3c(C)c(C)c(=O)oc3c2)o1,-5.5%,-6.2%,0.8%,1.8%,10.6%,9.3%,0.6%,7.2%
CCC1(C)Cc2c(sc3c2c(=O)n(C)c2nnc(SCCc4ccccc4)n32)CO1 (stereo unspecified),1.1%,6.0%,2.0%,5.2%,1.3%,-11.2%,4.2%,6.9%
Cc1cccc(NC2=Nc3ccccc3N3C2=Nc2c(c(C)nn2-c2ccccc2)C3c2ccc(O)c(O)c2)c1 (stereo unspecified),-1.0%,-5.8%,-6.4%,-6.6%,?,-48.3%[inhibitor],8.1%,?
Cc1nn(-c2ccc(F)cc2)c2sc(C(=O)OCC(=O)N3CCC(C)CC3)cc12,-3.5%,-6.2%,-11.8%,-1.3%,1.0%,2.8%[10 µM],-0.1%,-9.1%
O=C(CCNC(=O)c1ccccc1Cl)Nc1nc2ccccc2s1,-1.0%,-23.0%,-6.2%,-3.7%,0.5%,-38.8%[inhibitor],7.6%,-3.9%
Cc1cc(C(=O)NC(C)C2CCCO2)no1 (stereo unspecified),11.5%,2.6%,-6.0%,0.5%,19.9%,-16.5%,12.0%,1.8%
CCN(CC)C(=O)Cn1cnc2ccccc2c1=O,-0.4%,2.2%,3.8%,-2.0%,8.4%,-1.3%[1.9 µM],6.4%,-5.7%
O=C(CSc1cccc[n+]1[O-])c1ccc(Cl)cc1,-4.4%,5.3%,-1.8%,-1.9%,-15.2%,13.2%[10 µM],0.8%,0.6%

Some of these compounds in order of molecular weight, largest number first:
SMILES,GAA inhib,aGlu spleen mod,Tau ThT inhib,aGal spleen mod,GAA glycogen mod,HTT ATP protect,Tau FP inhib,Tau fluor counter
CCc1ccccc1NC(=O)Cn1nnc2sc3c(c2c1=O)CCC(C(C)(C)C)C3 (stereo unspecified),·,·,-16.7%,·,-13.5%[76.3 µM],·,-8.7%,-21.2%
O=C(CCNC(=O)c1ccccc1Cl)Nc1nc2ccccc2s1,-1.0%,-23.0%,-6.2%,-3.7%,0.5%,-38.8%[inhibitor],7.6%,-3.9%
O=C(CSc1cccc[n+]1[O-])c1ccc(Cl)cc1,-4.4%,5.3%,-1.8%,-1.9%,-15.2%,13.2%[10 µM],0.8%,0.6%

Following part:
SMILES,GAA inhib,aGlu spleen mod,Tau ThT inhib,aGal spleen mod,GAA glycogen mod,HTT ATP protect,Tau FP inhib,Tau fluor counter
O=C(Nc1ccc(Cl)cc1)C1CCN(S(=O)(=O)c2ccc(Br)s2)CC1,·,·,14.8%,·,-10.4%[76.3 µM],·,?,?
CCN(CC)C(=O)c1ccccc1NC(=O)c1ccccc1,-18.0%,1.1%,10.6%,3.1%,6.3%,15.6%,2.9%,6.6%
O=C(CCN1C(=O)C2C3C=CC(C3)C2C1=O)Nc1c(F)cc(F)cc1Br (stereo unspecified),?,5.4%,-2.8%,10.9%,-3.0%,-16.8%,-4.7%,-2.0%
COc1c(C)cccc1C(=O)Nc1cc(Cl)ccc1N1CCOCC1,-15.7%,1.1%,-9.1%,21.8%,·,-20.8%,-9.3%,-24.3%
C#CCN1CC(C)/C(=N/O)CC1C (stereo unspecified),-6.5%,2.3%,0.8%,-0.5%,-5.3%,-24.9%,0.6%,0.8%
COCCOC(=O)/C(C#N)=C/c1cn(Cc2ccccc2)nc1-c1cccnc1,-3.9%,-1.2%,-2.9%,0.1%,9.1%,-11.5%,-6.9%,-4.1%
O=C(NCc1ccc(F)cc1)c1nc(-c2cccs2)no1,1.1%,7.0%,2.7%,-4.2%,-8.6%,·,-1.0%,-6.8%
Cc1nnc(NC(=O)CSc2nc3c(c(=O)n2CCc2ccccc2)SC(C)C3)s1 (stereo unspecified),?,1.5%,-15.6%,-0.3%,4.1%,-11.3%,-0.6%,-1.9%
COC(=O)[C@@]1(Cc2ccccc2)[C@H]2c3cc(C(=O)N(C)C)n(CCN4CNCC4=O)c3C[C@H]2CN1C(=O)c1ccccc1,·,5.0%,2.4%,8.3%,·,14.5%,6.5%,3.3%
CCc1nc2nc(C)cc(Nc3cccc(C)c3C)n2n1,·,·,-7.5%,·,17.1%[76.3 µM],·,8.5%,-1.3%
Cc1ccc(-c2nc3n(n2)C(=O)CC(c2ccc(C)cc2)S3)cc1 (stereo unspecified),·,·,?,·,16.4%[76.3 µM],·,-8.3%,-13.7%
O=C(COC(=O)CNC(=O)c1ccccc1)Nc1ccc(F)c([N+](=O)[O-])c1,-6.0%,1.4%,0.8%,-11.0%,2.3%,-2.8%[10 µM],-10.3%,2.5%
COc1ccc(C(CC(=O)O)NC(C)=O)cc1OC (stereo unspecified),-8.7%,-8.9%,-8.3%,6.1%,0.3%,-46.6%[inhibitor][10 µM],-5.4%,-9.2%
COc1ccc(-c2[nH]ncc2CN(CCO)Cc2cccs2)c(F)c1,-9.7%[15.4 µM],4.4%,-7.6%,7.4%,2.8%,28.3%[10 µM],6.2%,-13.4%
N#C/C(=C\c1cccs1)C(=O)NCc1ccco1,-6.3%,-1.3%,-7.4%,-2.1%,15.2%,-2.6%[1.9 µM],-0.1%,-0.9%
CCOC(=O)c1cnc2ccc(C(=O)OC)cc2c1Nc1ccc(OCc2ccccc2Cl)cc1,·,·,-12.9%,·,-6.7%[76.3 µM],·,-4.6%,-8.9%
CCC(C)(C)n1nnnc1C(c1ccc2ncccc2c1)N1CCN2CCCC2C1 (stereo unspecified),2.2%,-4.2%,1.4%,-6.1%,-9.5%,-23.0%[10 µM],3.1%,2.3%
COc1cccc(NC(=O)COC(=O)Cc2ccc(Cl)cc2)c1,1.6%,-3.9%,-11.5%,-4.6%,-0.3%,-37.2%,-3.7%,-22.2%
CCO[C@@H]1OC(C(=O)N2CCN(Cc3ccccc3)CC2)=C[C@H](c2coc3ccccc3c2=O)[C@H]1CCCO,·,-6.9%,-13.0%,-4.5%,1.9%,25.3%[10 µM],-0.6%,-3.7%
Cn1c(=O)cc(OCCCC(=O)Nc2ccccn2)c2ccccc21,3.9%,6.9%,-6.5%,6.3%,-7.9%,-12.2%,-5.7%,-1.4%
CCC(C)NC(=O)c1ccc(CS(=O)(=O)c2ccc(OC)cc2)o1 (stereo unspecified),-4.7%,-3.3%,-13.2%,15.7%,-7.6%,-1.7%,13.0%,-9.5%
CC(C)N(C(=S)Nc1cccc(C(F)(F)F)c1)C(C)c1ccccn1 (stereo unspecified),0.1%,-7.1%,-11.0%,-0.5%,-1.8%,-32.2%[inhibitor],?,-23.0%
Cc1c(Cl)c(C(F)(F)F)nn1CC(=O)NN,5.9%,0.0%,4.2%,-4.3%,-2.6%,-22.4%,0.7%,-6.2%
O=S(=O)(c1ccc2c(c1)OCCO2)N1CCc2ccccc21,-15.9%,-0.7%,0.5%,-0.7%,-1.3%,·,-7.4%,-13.1%
COc1ccc(C(=O)Nc2nc3ccc(S(C)(=O)=O)cc3s2)cc1,-5.6%,2.6%,-7.8%,5.9%,-0.4%,11.2%[10 µM],-6.4%,-6.8%
Cc1ccc(NC(=O)c2cc(N3C(=O)CCC3=O)ccc2N2CCOCC2)cc1,9.4%,6.1%,-7.9%,5.5%,-6.6%,-6.7%[10 µM],-11.0%,-7.4%
COC(=O)c1c(NC(NC(=O)C(C)(C)C)C(Cl)(Cl)Cl)sc2c1CCC2 (stereo unspecified),-12.1%,-4.3%,?,-10.3%,?,-22.9%,2.8%,-24.1%
O=c1[nH][nH]c(C(F)(F)F)c1/C=N/N1CCOCC1,?,·,?,-8.7%,-11.6%,-2.6%,-10.0%,-8.7%
COc1ccccc1OCC(=O)NCCSCc1ccc(Cl)cc1,-3.8%,-4.0%,-10.9%,2.3%,-3.7%,·,1.3%,-4.3%
CNc1cc([N+](=O)[O-])ccc1OCc1ccccc1,·,1.4%,11.2µM*,-3.9%,-7.6%,13.8%[10 µM],-3.5%,?
CCOC(=O)C1CCCN(C(=S)Nc2ccc(F)cc2)C1 (stereo unspecified),1.8%,5.0%,-2.4%,3.1%,-10.5%,-69.3%[inhibitor],3.1%,0.8%
Cc1cc(C)c(S(=O)(=O)/N=C2\C=CC(=O)C(Cl)=C2)c(C)c1,?,-1.6%,?,-2.8%,12.5µM*,-10.8%,-4.4%,?
COC(=O)c1ccc(C)c(NC(=O)CN2C(=O)c3ccccc3S2(=O)=O)c1,-6.0%,2.7%,0.9%,7.1%,8.3%,3.8%,-13.1%,-3.4%
Cc1ccc(C)c(-n2c(SCC(=O)N3CCC(C(=O)O)CC3)nnc2-c2cccc(Cl)c2)c1,1.4%,4.6%,-2.7%,1.0%,-5.8%,11.3%[10 µM],5.9%,-3.2%
O=C(O)/C=C/C(=O)NCCCc1ccccc1,·,0.6%,-3.2%,3.8%,2.1%,7.1%[10 µM],-3.2%,-1.0%
